Source: PubChem BioAssay
EPAC2 ag: qHTS for Agonist of cAMP-regulated guanine nucleotide exchange factor 4 (EPAC2): primary screen; Rap guanine nucleotide exchange factor 4 (Homo sapiens), Q8WZA2; EPAC2 activation, biochemical qHTS; response scale: 100% = 6.5 mM cAMP response; Potency, µM (titrated, usually from 154 µM), for inactives: top-dose activation, actives largely listed as activators; 0.079% of 360,000 active; AID 720711, 2013; also: potency is read from the fitted curve at half-maximal effect; nearly all actives have a fitted effect of over 50% in size
Target sequence (Q8WZA2 whole entry, looked up): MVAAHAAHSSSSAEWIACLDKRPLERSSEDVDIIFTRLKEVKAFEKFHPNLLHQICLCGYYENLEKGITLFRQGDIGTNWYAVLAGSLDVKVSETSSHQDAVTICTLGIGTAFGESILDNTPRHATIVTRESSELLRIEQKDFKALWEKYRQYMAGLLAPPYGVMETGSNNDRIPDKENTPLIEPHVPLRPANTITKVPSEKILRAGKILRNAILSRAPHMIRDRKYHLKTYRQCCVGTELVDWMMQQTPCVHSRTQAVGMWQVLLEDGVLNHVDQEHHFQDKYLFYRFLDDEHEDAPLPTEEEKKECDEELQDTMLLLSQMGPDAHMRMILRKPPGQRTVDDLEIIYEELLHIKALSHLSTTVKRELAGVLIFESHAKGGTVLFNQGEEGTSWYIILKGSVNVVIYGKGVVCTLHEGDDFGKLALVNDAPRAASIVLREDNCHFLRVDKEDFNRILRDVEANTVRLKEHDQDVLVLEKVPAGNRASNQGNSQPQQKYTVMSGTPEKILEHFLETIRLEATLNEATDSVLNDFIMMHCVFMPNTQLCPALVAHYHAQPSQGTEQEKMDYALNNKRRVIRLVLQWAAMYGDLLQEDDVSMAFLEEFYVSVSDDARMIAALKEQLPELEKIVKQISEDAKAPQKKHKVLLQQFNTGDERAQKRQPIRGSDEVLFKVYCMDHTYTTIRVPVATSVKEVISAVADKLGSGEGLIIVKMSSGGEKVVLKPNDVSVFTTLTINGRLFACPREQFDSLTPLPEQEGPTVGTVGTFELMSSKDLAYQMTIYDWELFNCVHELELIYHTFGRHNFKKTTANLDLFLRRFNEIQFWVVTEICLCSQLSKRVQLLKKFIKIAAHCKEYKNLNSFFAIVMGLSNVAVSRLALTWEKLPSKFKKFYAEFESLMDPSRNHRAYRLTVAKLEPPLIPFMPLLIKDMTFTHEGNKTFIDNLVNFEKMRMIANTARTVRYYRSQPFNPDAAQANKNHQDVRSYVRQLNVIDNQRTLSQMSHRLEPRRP
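qHTS, titration series. 100 nM EPAC2 / 250 nM Rap1B-BODIPY-GDP / 50 uM GDP; RT; ex 480/em 540 nm, 5-min reads to 30 min. Norm. to 6.5 mM cAMP = activation.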
Abeta rescue: qHTS for compounds that reverse cellular toxicity of Amyloid beta (A-beta) peptide in yeast: Primary Screen; AID 1347071, 2019; Potency, µM (highest dose often 46.1 µM), without a hit: at the highest dose growth rescue, usual class: activators; yeast expressing A-beta42, growth rescue, OD600, 48 h; response scale: 0% DMSO, 100% iron-clioquinol control; 0.063% of 410,000 active; also: potency is read from the fitted curve at half-maximal effect; nearly all actives have a fitted effect of over 55% in size
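Yeast growth medium received pinned compounds, then yeast cells expressing toxic A-beta were added; plates incubated at 30 C for 48 hr. Growth read as absorbance at 600 nm, normalized to DMSO and equimolar FeCl3 plus clioquinol controls.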
FUS suppressor: qHTS for Suppressors of FUS Proteinopathy: Primary screen using FUS-linked yeast assay | S. cerevisiae FUS-expressing, growth rescue, OD600, 24 h | 0.24% of 390,000 active | Potency, µM (titrated, usually from 76.6 µM), for inactives: top-dose growth rescue (activation), actives largely listed as activators | AID 1347120, 2019;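 also: potency is read from the fitted curve at half-maximal effect; plate controls were DMSO vehicle for no effect and reference control for full effect; nearly all actives have a fitted effect of over 55% in size; some results filed as inactive show a strong effect at the top dose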
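Read-out: OD at 600 nm after 24hr at 30C, reporting rescue of FUS-induced yeast toxicity. Cells at OD 0.005 in galactose (2%) minimal medium; compounds tested in a dilution series; CP55940 titration from 92uM final as control.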
DRD3 antagonist: qHTS of D3 Dopamine Receptor Antagonist: qHTS; D(3) dopamine receptor (Homo sapiens), P35462; D3R cells, DiscoveRx beta-arrestin luminescence, antagonist mode; stronger effect = lower value; max response, negative = inhibition, %; 2.5% of 360,000 active; AID 652054, 2013; in the data active = max response below about -50%; inconclusive = no clear call, values can overlap the other calls; also: % is scaled to controls: 0 for no effect and ±100 for the full control effect; mostly tested at two doses, the higher about 12 µM
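Cells expressing the human receptor were seeded at 1500 cells/well, incubated overnight at 37 degrees C in 5% CO2, then exposed to library compounds with dopamine controls for 90 minutes at 37 degrees C before luminescent detection.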
TDP43 rescue: qHTS of TDP-43 Inhibitors; AID 652104, 2013; 1.8% of 410,000 active; Potency, µM (highest dose often 46.1 µM), without a hit: at the highest dose growth rescue (activation), hits mostly activators; TDP-43 expressing yeast growth rescue, BacTiter-Glo, 24 h; also: potency is read from the fitted curve at half-maximal effect; % of control where 0% means no effect; nearly all actives have a fitted effect of over 50% in size
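Growth rescue of TDP-43-toxic yeast measured as ATP luminescence (BacTiter-Glo). Cells grown to mid-log in raffinose, induced in galactose at OD600=0.02, exposed to compound 24 hr at 30 deg C.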
EPAC2 antagonist: qHTS for Antagonist of cAMP-regulated guanine nucleotide exchange factor 2 (EPAC2): primary screen; Rap guanine nucleotide exchange factor 4 (Homo sapiens), Q8WZA2; EPAC2 GEF exchange of Rap1B-BODIPY-GDP, fluorescence; Potency, µM (series often up to 114 µM), for the others: at the highest dose activity, negative = inhibition, most hits filed as inhibitors; 0.18% of 360,000 active; AID 720708, 2013; also: potency is read from the fitted curve at half-maximal effect; % is scaled to controls: 0 for no effect and ±100 for the full control effect; nearly all actives have a fitted effect of over 45% in size; many of its hits are not listed in these tables
D3 ag: qHTS of D3 Dopamine Receptor Agonist: qHTS | D(3) dopamine receptor (Homo sapiens), P35462 | D3R DiscoveRx beta-arrestin cells, luminescence, 90 min | max activation, % | 0.58% of 410,000 active; in the data active = max activation above about 30%; also: 0% is about no effect; mostly tested at two doses, the higher about 12 µM
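Agonist-mode cell screen: cells plated at 1500/well and incubated overnight at 37 °C, then exposed to library compounds for 90 min at 37 °C. Detection reagent was added for 30–60 min at room temperature, and luminescence was read.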
aSyn rescue: qHTS of alpha-syn Inhibitors; Yeast expressing alpha-synuclein, growth rescue, BacTiter-Glo, 24 h; Potency, µM (doses to about 46.1 µM), without a hit: at the top dose growth rescue (activation), actives largely listed as activators; 0.14% of 370,000 active; also: potency is read from the fitted curve at half-maximal effect; % of control where 0% means no effect; nearly all actives have a fitted effect of over 65% in size
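Rescue of yeast growth: cells expressing toxic alpha-synuclein, induced in galactose at OD600 0.02, incubated with compound 24 h at 30 C. ATP luminescence quantified growth; inhibitors of toxicity appear as activators.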
The depositor's hits bear a star; ? = inconclusive; / = not tested or not shown; & = joins results of further samples; [ ] = remark or other dose. Unless noted, calls follow the shape of the dose curve; as a rule, active = well fitted curve in the direction sought with a large enough effect; inconclusive = small, poorly fitted or top-dose-only effect, or another doubt; inactive = no such curve, though single readings can be large; an effect the other way counts as inactive or inconclusive.

Structure | EPAC2 ag | Abeta rescue | FUS suppressor | DRD3 antagonist | TDP43 rescue | EPAC2 antagonist | D3 ag | aSyn rescue
CCCc1c(O)nc(SCC(=O)O)[nH]c1=O | -4% | -4% | 11% | 14 | 3% | 7% | 3 | 11%
O=C(NCCCN1CCOCC1)c1ccc(Sc2cccc(Cl)c2)c([N+](=O)[O-])c1 | -12% | 4% | / | -22 | 6% | -14% | -9 | -1%
COCCNC(=S)N/N=C(\C)CCc1ccc2c(c1)OCO2 | 13% | 18% | 8% | 3 | -7%[0.397 µM] | 0% | 12 | 9%
Cc1ccc2nc(-c3ccc(Cl)cc3)c(Cc3ccccn3)n2c1 | 14% | -12% | -8% | ? | -3% | ? | -6 | 0%
Cc1ccc(C(=O)OCC(=O)c2c(N)n(C)c(=O)n(C)c2=O)cc1S(=O)(=O)N1CCCCC1 | 14% | 0% | / | -1 | 17% | -5% | 1 | 8%
CCC1=C(CC2NCCc3ccccc32)CC2c3cc(OC)c(OC)cc3CCN2C1 (stereo unspecified) | 10% | -5% | / | -8 | -8% | -3% | -11 | -4%
CCCCNC(=O)CCn1c(=O)c2ccccc2n(Cc2ccc(Cl)cc2)c1=O | 1% | 5% | / | 23 | 13% | -16% | 2 | -5%
O=C(CSc1ncc(-c2ccccc2)[nH]1)Nc1ccccc1F | 5% | 2% | 5% | -16 | 12% | -12% | 1 | -3%
Cc1ccc(-c2nn3c(-c4ccco4)nnc3c3ccccc23)cc1S(=O)(=O)NCC1CCCO1 (stereo unspecified) | -11% | 21% | 4% | 35 | 4% | -1% | 4 | -1%
COc1cc(CC(=O)O)ccc1O | 6% | -2% | -36% | 0 | -12% | -4% | -11 | -12%&-10%
Cc1nnc(NC(=O)CSc2ccc3nnc(-c4ccccn4)n3n2)s1 | -1% | -13% | -12% | -29 | -2% | 2% | -3 | -1%
O=S(=O)(NCCc1ccccn1)c1ccc(OC(F)(F)F)cc1 | -2% | 13% | 0% | -2 | 0% | -7% | -2 | -1%

Reprinted from the part before: 2 compounds, then new ones.
Structure | EPAC2 ag | Abeta rescue | FUS suppressor | DRD3 antagonist | TDP43 rescue | EPAC2 antagonist | D3 ag | aSyn rescue
Cc1nnc(NC(=O)CSc2ccc3nnc(-c4ccccn4)n3n2)s1 | -1% | -13% | -12% | -29 | -2% | 2% | -3 | -1%
O=S(=O)(NCCc1ccccn1)c1ccc(OC(F)(F)F)cc1 | -2% | 13% | 0% | -2 | 0% | -7% | -2 | -1%
O=C(Nc1ccccc1Cl)O/N=C(/c1ccccc1)c1ccccn1 | -1% | 0% | -4% | -23 | 0% | 14% | -7 | -1%
Cc1ccc2c(c1)N(CC(=O)NCCCN1CCOCC1)C(=O)C(C(C)C)O2 (stereo unspecified) | 5% | -4% | 17% | ? | 0% | 11% | -14 | -16%
NC(=O)c1c(NC(NC(=O)c2ccco2)(C(F)(F)F)C(F)(F)F)sc2c1CCCC2 | -6% | 14% | 35% | 15 | 8% | -3% | -1 | 3%
O=C(Nc1ccccc1N1CCOCC1)C1=NN(c2c(F)c(F)cc(F)c2F)C(=O)CC1 | 9% | 12% | 9% | 39 | 5% | -6% | 2 | 2%
CC(OC(=O)CCCN=C1NS(=O)(=O)c2ccccc21)C(=O)N(C)c1ccccc1 (stereo unspecified) | 0% | 13% | 1% | 0 | 3% | -15% | 1 | -3%
COC(=O)c1sc(NC(=O)c2ccoc2C)nc1C | 4% | -1% | 18% | 17 | 7% | 10% | 3 | 1%
COc1ccccc1CN1CCCCC1C(=O)O (stereo unspecified) | 4% | -14% | 7% | -1 | -22% | 23% | -4 | -5%
CCNC(=O)C1CCCN(C(=O)c2cccc(C(F)(F)F)c2)CC1 (stereo unspecified) | 6% | -6% | -26% | 11 | 5% | 17% | -1 | 1%
Cc1ccc(O)c(C(=O)c2cnc3c(c2)c(C)nn3-c2ccccc2)c1 | 11% | -10% | 17% | 0 | 0% | 12% | 1 | -16%
O=C(CN1C(=O)NC2(CCCC2)C1=O)NCCc1ccc(Cl)cc1Cl | 3% | 8% | / | -18 | 12% | 3% | 7 | 2%
Cc1ccc(NC(=O)CCN2C(=O)c3ccccc3C2=O)cc1C | -1% | -16% | -16% | -6 | 8% | -8% | 3 | 10%
COc1ccc2c(c1)c(C(=O)N/N=C/c1cccc(Br)c1)c(C)n2C | 4% | 1% | 9% | 0 | ? | 2% | 0 | 3%
O=C(COc1ccc(S(=O)(=O)NCc2ccccc2)cc1)N1CCOCC1 | 8% | -1% | -11% | 7 | 0% | -4% | 1 | -9%
CC(=O)Nc1cc(-c2ccc(N3CCN(C)CC3)cc2)cn2c(-c3ccccc3)cnc12 | 13% | -20% | 0% | 0 | 8% | 11% | -10 | -8%
O=C(NCc1ccc(F)cc1F)[C@@H]1CCCN1C(=O)[C@@H]1CCCN1C(=O)c1cccc2ccccc12 | 8% | 7% | 18% | -12 | 21% | 4% | 3 | -1%
CCNc1ccc(C(=O)OCC)cc1NC(=O)c1cc(S(=O)(=O)N2CCOCC2)ccc1C | -1% | 1% | 10% | -10 | -11% | -1% | 6 | -12%
COc1ccc(CN(C(=O)c2nsc(Cl)c2Cl)C(C(=O)NC2CCCCC2)c2ccc(OC)cc2)cc1 (stereo unspecified) | 14% | 1% | 26% | ? | -29% | -2% | -18 | 1%
Cc1cc(NC(=O)CSc2nc(-c3ccccc3F)nc3c2c(=O)n(C)c(=O)n3C)no1 | / | -12% | -22% | / | 27%[9.22 µM] | / | -16 | /
CCCc1ncc(C(O)c2ccc(OC)cc2)n1C (stereo unspecified) | 1% | 7% | -16% | 13 | -10% | 7% | -10 | -8%
CC(C)NC(=O)C1(C#N)C=C1c1ccccc1 (stereo unspecified) | 5% | 1% | -14% | 0 | 0% | 1% | -6 | -18%
CCn1c(SCC(=O)N2CCCCCC2)nc2c([nH]c3ccccc32)c1=O | -6% | 4% | 8% | 5 | 3% | 7% | 5 | -3%
O=C(CNc1ccccc1C(=O)O)c1ccccc1 | 5% | 16% | -30% | -17 | ? | 0% | -17 | 17%
O=C(COc1ccccc1)Nc1c2c(nn1-c1ccccc1)CS(=O)C2 (stereo unspecified) | -3% | 8% | 31% | 4 | 5% | -3% | 1 | -8%
CCCCNC(=O)Nc1ncn[nH]1 | 3% | 0% | -13% | 23 | 18% | 0% | 2 | -2%
CNC[C@@H]1OCc2ccccc2-c2ccccc2C(=O)N([C@@H](C)CO)C[C@@H]1C | 11% | -4% | -19% | 2 | 18% | 4% | -2 | 1%
COc1ccc(NS(=O)(=O)c2ccc3c(c2)NC(=O)CCS3)cc1Cl | 5% | / | ? | -5 | -4% | ? | -2 | 0%
Cc1cccnc1NC(=O)c1cc2c(=O)oc3ccccc3c2s1 | 9% | -2% | / | -1 | -3% | -22% | 5 | 1%
CCCSc1ncccc1C(=O)O | 6% | 12% | 0% | 11 | 17% | 3% | -4 | 12%
C=C(C)C(=O)Nc1cccc(C2=NOC3(C2)C[C@H](C(N)=O)N(C(=O)c2ccccc2)C3)c1 (stereo partly specified) | 20% | -4% | 7% | 0 | -5% | 31%[activator] | 5 | -1%
O=C1N/C(=N\c2ccccn2)SC1Cc1ccc(Cl)cc1 (stereo unspecified) | 0% | -4% | -7% | -4 | -2% | 2% | 3 | -2%
Cc1ccc(-n2c(-c3ccccc3)cc(=O)nc2C)cc1 | 9% | 18% | -8% | 18 | -9% | 2% | 3 | -1%
COc1ccc(-c2cc(=O)oc3cc(OCC(=O)N(C)C)ccc23)cc1 | 1% | -7% | -1% | -16 | -2% | 2% | -7 | -12%
CCOC(=O)c1ccccc1NC(=O)Cc1ccc(S(=O)(=O)N2CCCC2)s1 | 21% | 0% | 15% | -14 | -10% | -5% | -2 | -2%
NC(=O)c1ncc(C(F)(F)F)cc1Oc1ccc(F)cc1 | -4% | 25% | -22% | ? | 23% | 8% | 0 | 3%
Cc1ccc(NC(=O)CN2C(=O)CSc3ccc(S(=O)(=O)N(C)C)cc32)c(C)c1 | / | -7% | 22% | / | 12% | / | -14 | /
CCN1CCN(c2nc(-c3cccnc3)nc3ccccc23)CC1 | 9% | -14% | 7% | -19 | -18% | 1% | -21 | 9%
O=C(CC1SC(=NCC2CCCO2)NC1=O)Nc1cc([N+](=O)[O-])ccc1Cl (stereo unspecified) | 8% | -2% | 8% | -5 | -5% | 9% | -6 | -2%
Cn1c(=O)c(C(=O)CN2CC(=O)Nc3ccccc32)c(N)n(Cc2ccccc2)c1=O | 1% | 1% | -9% | 4 | 16% | 18% | 7 | 1%
CCCc1nnc(NC(=O)Cc2coc3ccc(C)cc23)s1 | / | 18% | 7% | / | 8% | / | 0 | /
CCOc1ncccc1C(=O)NNC(=O)c1ccccc1-n1cccc1 | 11% | -6% | -8% | -19 | -9% | -24% | -15 | -3%
O=C(Nc1ccc2oc(-c3cccnc3)nc2c1)c1ccc2c(c1)OCCO2 | -4% | 4% | 19% | 0 | -14%[0.397 µM] | ? | 1 | 6%
Cc1c(C(=O)NC2CCS(=O)(=O)C2)oc2ccccc12 (stereo unspecified) | 0% | -16% | 1% | -4 | -15% | 5% | 47* | -7%
CCOC1=C2CN(S(=O)(=O)c3ccc(C)cc3)[C@H](c3ccccc3)C[C@H]2n2c(=O)n(-c3ccccc3)c(=O)n2C1 | 6% | 5% | 26% | 43 | 1% | 12% | 8 | 1%
c1ccc(-c2ccccn2)nc1 | 0% | -16% | -25% | -12 | -7% | 2% | 13 | -1%&-24%
CC(=O)NC(c1cccs1)c1cc(Br)c2cccnc2c1O (stereo unspecified) | 14% | 1% | 4% | / | / | ? | / | /
Cn1nc(-c2ccccc2)c(C(=O)Nc2ccc(Cl)cc2)c1Cl | 13% | -72%[inhibitor] | -6% | 2 | 3.2µM* | 3% | 6 | 4%
CCOc1ccc(S(=O)(=O)N(CC(=O)NCc2cccnc2)c2ccc(C)cc2)cc1 | 13% | 3% | 6% | -7 | 0% | 0% | 5 | -1%
O=C(CSCc1cc(=O)c2ccccc2[nH]1)Nc1cccc(C(F)(F)F)c1 | / | -18% | -10% | / | 19% | / | -16 | /

Some of the compounds tested. The share of hits here may be higher or lower than overall.
